hIAP act: increases human intestinal alkaline phosphatase activity | 330,000 compounds, 0.16% hits | purified human IAP, CDP-Star luminescence, 30 min; hits give high values; 1 = vehicle-only enzyme, 0 = enzyme-free background | AID 2524 | P09923 | activation factor at 10 µM;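 active means activation factor of the enzyme at least 2-fold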; further: the source names both 10 and 20 µM as test concentration; values of inactives mirror those of a sister screen read the other way
hIAP block: human IAP inhibition; P09923; purified IAP, CDP-Star luminescence, 30 min; inhibition, % at 10 µM; 330,000 compounds, 0.12% hits; AID 2544;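 active means inhibition reaching a set limit with compound at 10 µM in the primary screen, cut at about 35% in these data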;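 further: plate controls were DMSO wells with enzyme for no effect and no-enzyme buffer wells for full effect; values of inactives mirror those of a sister screen read the other way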
A3A deaminase: blocks human APOBEC3A ssDNA deamination; P31941; recombinant A3A, FAM/TAMRA ssDNA deamination fluorescence; inhibition, % at 20 µM; 330,000 compounds, 0.41% hits; AID 493011;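 active means at least 40% inhibition at 20 µM here, with at most 30% in a related deaminase screen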;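 further: plate controls were A3A with DMSO for no effect and wells lacking A3A enzyme for full effect; some results filed as inactive read as strong as hits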
Target sequence (P31941 whole entry, looked up): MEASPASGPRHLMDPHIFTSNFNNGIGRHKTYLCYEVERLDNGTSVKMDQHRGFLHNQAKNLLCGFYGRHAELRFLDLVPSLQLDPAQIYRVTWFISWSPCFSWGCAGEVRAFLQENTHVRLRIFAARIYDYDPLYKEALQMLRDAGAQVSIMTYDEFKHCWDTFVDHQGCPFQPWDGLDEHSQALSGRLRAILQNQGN
mIAP block: mouse IAP inhibition; purified mouse IAP, CDP-Star luminescence, 30 min; 330,000 compounds, 0.2% hits; inhibition, % at 10 µM;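 active means inhibition of at least 40% at 10 µM in the primary screen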;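 further: plate controls were DMSO with enzyme for no effect and no enzyme wells for full effect; values of inactives mirror those of a sister screen read the other way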
ATG4B inhibitor: ATG4B (human) cysteine protease inhibition; Q9Y4P1; ATG4B cleavage of LC3-PLA2, NBD-HPC fluorescence, 1 h; inhibition, % at 8.33 µM; 340,000 compounds, 0.51% hits; in the data active means inhibition above about 40%
HKDC1 inhibitor: inhibitors of human hexokinase HKDC1; inhibition, % at 20 µM; AID 493160; 340,000 compounds, 0.16% hits; recombinant HKDC1, G6PDH/diaphorase resazurin coupled fluorescence; Q2TB90;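 active means inhibition above about 35% when tested at 20 µM, limit read from the data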;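 further: plate controls were DMSO wells with enzyme for no effect and DMSO wells lacking enzyme for full effect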
Target sequence (Q2TB90 whole entry, looked up): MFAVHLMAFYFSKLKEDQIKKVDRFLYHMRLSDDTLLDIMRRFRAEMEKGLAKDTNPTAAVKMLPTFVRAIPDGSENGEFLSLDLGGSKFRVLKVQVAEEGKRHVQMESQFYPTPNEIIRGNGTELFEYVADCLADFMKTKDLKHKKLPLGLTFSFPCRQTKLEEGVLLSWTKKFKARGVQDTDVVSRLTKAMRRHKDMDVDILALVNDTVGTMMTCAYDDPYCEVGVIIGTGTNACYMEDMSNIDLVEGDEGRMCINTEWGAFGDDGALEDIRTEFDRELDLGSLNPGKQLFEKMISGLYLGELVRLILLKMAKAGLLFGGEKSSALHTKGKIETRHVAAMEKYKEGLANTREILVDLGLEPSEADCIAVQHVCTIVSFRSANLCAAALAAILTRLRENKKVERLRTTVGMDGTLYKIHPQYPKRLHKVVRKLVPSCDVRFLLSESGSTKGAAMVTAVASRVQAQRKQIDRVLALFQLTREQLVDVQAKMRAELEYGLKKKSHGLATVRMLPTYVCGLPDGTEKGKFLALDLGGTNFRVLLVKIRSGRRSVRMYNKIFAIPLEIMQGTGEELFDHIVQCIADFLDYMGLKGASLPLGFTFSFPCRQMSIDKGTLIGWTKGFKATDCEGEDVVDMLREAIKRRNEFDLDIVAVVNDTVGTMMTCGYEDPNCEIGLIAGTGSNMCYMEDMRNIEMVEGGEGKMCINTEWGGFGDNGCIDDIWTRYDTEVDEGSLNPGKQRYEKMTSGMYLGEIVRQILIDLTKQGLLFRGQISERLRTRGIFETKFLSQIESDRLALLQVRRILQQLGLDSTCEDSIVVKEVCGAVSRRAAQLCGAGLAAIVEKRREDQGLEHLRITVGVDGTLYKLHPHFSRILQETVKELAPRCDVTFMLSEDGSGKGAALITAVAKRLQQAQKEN
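Assay system: recombinant HKDC1 hexokinase; detection: coupled resazurin fluorescence, excitation 525 nm, emission 613 nm; benchmarks: DMSO-plus-enzyme-mix negative control, buffer-substituted positive control; compound dosing: single 20 µM dose; schedule: 90 min at room temperature in dark; also added: glucose plus 1 mM ATP as hexokinase substrates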
mIAP activ: mouse IAP activation. muIAP, CDP-Star luminescence, 30 min; hits give high values; 1 = vehicle-only enzyme signal, 0 = enzyme-free wells. AID 2805. 330,000 compounds, 0.24% hits. activation factor at 10 µM;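 active means activation factor of at least 2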; further: the source names both 10 and 20 µM as test concentration; values of inactives mirror those of a sister screen read the other way
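Assay system: mouse IAP enzyme; Reagent: CDP-Star chemiluminescent phosphatase substrate; Compound: DMSO-dissolved test compounds; Incubation: 30 min, room temperature; Technique: luminescence from enzymatic CDP-Star hydrolysis; Controls: DMSO-only wells and no-enzyme negative control.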
PfG6PD inh: PfG6PD (Plasmodium falciparum) enzyme inhibition; 350,000 compounds, 0.78% hits; inhibition, % at 20 µM; PfGluPho enzyme, NADPH resazurin-diaphorase fluorescence;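 active means inhibition reaching at least a set limit at 20 µM in the primary screen, cut at about 59% in these data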;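 further: 0% = DMSO wells with substrate and 100% = DMSO wells lacking glucose-6-phosphate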
* hit, by the source's call; nt = not tested or not shown.

entry | SMILES | hIAP act | hIAP block | A3A deaminase | mIAP block | ATG4B inhibitor | HKDC1 inhibitor | mIAP activ | PfG6PD inh
1 | COc1cccc(/C=C2/SC(=O)N(C)C2=O)c1OCc1ccc(C(=O)O)cc1 | 0.89 | 11 | 1 | 1 | 1 | -3 | 0.99 | -6
2 | CCOC(=O)c1c(-c2ccc(C)cc2)csc1NC(=O)c1cccc(N2C(=O)CCC2=O)c1 | 0.98 | 2 | 0 | 2 | -6 | -6 | 0.98 | 7
3 | O=C(Nc1nccs1)c1ccc(S(=O)(=O)NCc2cccs2)cc1 | 0.9 | 10 | -1 | 4 | -2 | -7 | 0.96 | -4
4 | COc1ccc(NC(=O)CSc2nnc(CCC(=O)Nc3ccc(C)c(Cl)c3)n2C)cc1 | 1.1 | -8 | -3 | -13 | -7 | -10 | 1.1 | -8
5 | CCN(c1ccccc1)S(=O)(=O)c1ccc(Cl)c(NC(=O)COC(=O)c2cc(O)c3ccccc3c2O)c1 | 0.88 | 12 | 1 | 11 | nt | nt | 0.89 | nt
6 | CCOC(=O)c1c(NC(=O)COC(=O)CCS(=O)(=O)c2ccc(C)cc2)sc(C)c1C | 0.99 | 1 | 1 | -8 | -7 | -4 | 1.1 | 18
7 | COC(=O)C1=C(C)N(Cc2ccccc2)C(=NCCc2c[nH]c3ccccc23)N[C@H]1c1cccc(F)c1 | 1.2 | -18 | 30 | -34 | -10 | 0 | 1.3 | 12
8 | CCc1c(C)sc(NC(=S)Nc2nc(C)cc(C)n2)c1C(=O)OC | 0.83 | 17 | -7 | 12 | 2 | 4 | 0.88 | 9
9 | CN1CCCN(C(=O)c2ccc(Cl)s2)CC1 | 1.2 | -20 | -1 | -2 | 3 | -2 | 1 | 0
10 | Cc1ccc(SCCC(=O)Nc2ccc(OCc3ccccc3)cc2)cc1 | 1 | -3 | -3 | 4 | -2 | -2 | 0.96 | -4
11 | COc1ccccc1NS(=O)(=O)c1cc(NC(=O)c2cccnc2)ccc1N1CCCCC1 | 1 | -5 | -2 | 12 | -5 | -3 | 0.88 | 23
12 | CC1CC(C)CN(CCCNC(=O)CN2C(=O)CSc3ccc(S(=O)(=O)N4CCCCC4)cc32)C1 (stereo not given) | 1.5 | -47 | -2 | -1 | -1 | -2 | 1 | 1
13 | Cc1cc(C)cc(NC(=S)N(CCCN2CCN(C)CC2)Cc2cccs2)c1 | 0.97 | 3 | -3 | 1 | -5 | -3 | 0.99 | 10
14 | Cc1nnc(NC(=O)CSc2ccccn2)s1 | 0.97 | 3 | 0 | -11 | 2 | 1 | 1.1 | -6
15 | CC(C(=O)Nc1ccc(F)c(F)c1)N1CCN(C)CC1 (stereo not given) | 0.83 | 16 | -3 | 7 | -2 | -5 | 0.93 | 2
16 | CC1CCC(C(C)C)C(OC(=O)Cn2nnc3c(cnn3-c3ccccc3)c2=O)C1 (stereo not given) | 0.86 | 14 | -3 | 7 | 5 | -4 | 0.93 | 13
17 | CCOc1ccccc1CNC(=O)c1ccc2c(c1)N(CC)CCS2 | 0.91 | 9 | 3 | -29 | 24 | -2 | 1.3 | 33
18 | CCOc1ccc(NC(=O)c2ccc(N3CC4CC(C3)c3cccc(=O)n3C4)c(N)c2)cc1 (stereo not given) | 1.3 | -35 | -3 | 5 | -9 | -1 | 0.95 | 11
19 | CSc1ccc(/C=C/C(=O)N2CCN(c3ccccn3)CC2)cc1 | 0.99 | 1 | -1 | -1 | -1 | -1 | 1 | 6
20 | Cc1noc(C(=O)Nc2ccc3c(c2)OCO3)c1Cl | 0.96 | 4 | -4 | -4 | -3 | 5 | 1 | 4
21 | Cc1ccc(/C=C/C(=O)c2ccc([N+](=O)[O-])o2)cc1 | 1.1 | -10 | -3 | 2 | -1 | 46* | 0.98 | 36
22 | O=C(NNC(=O)C1CC1c1ccccc1)c1cccc([N+](=O)[O-])c1 (stereo not given) | 1.1 | -7 | 1 | -2 | 7 | -7 | 1 | 0
23 | CCOC(=O)CSc1nnc(CNC(=O)c2cccs2)n1Cc1ccccc1 | 0.87 | 13 | -3 | -4 | -1 | -6 | 1 | 2
24 | O=C(NC1CCCC1)C(=O)N(Cc1cccnc1)C(C(=O)NC1CCCC1)c1ccco1 (stereo not given) | 0.97 | 3 | 5 | -1 | 1 | -12 | 1 | 5
25 | Fc1ccc(-c2csc(NC3=NCCC3)n2)cc1 | 1.1 | -8 | -1 | -11 | -4 | -4 | 1.1 | 13
26 | CCOc1ccc(C(=O)NC(=S)Nc2ccccc2N2CCOCC2)cc1Br | 1.1 | -7 | -2 | 8 | 28 | -2 | 0.92 | 5
27 | CCN(CC)S(=O)(=O)c1ccc(Cl)c(C(=O)NC2CCCC2)c1 | 0.87 | 13 | -2 | 3 | -4 | -2 | 0.97 | -4
28 | O=C(CCNS(=O)(=O)c1ccccc1F)NC1CCCCCC1 | 0.95 | 5 | 1 | 0 | 4 | 1 | 1 | -1
29 | COc1ccc2c(c1OC)CCC2=O | 1.1 | -14 | 4 | 2 | -7 | -6 | 0.98 | -5
30 | CCn1cc(S(=O)(=O)Nc2cccnc2)cn1 | 1 | 0 | 3 | -8 | -4 | -5 | 1.1 | 5
31 | C/C(=N\NC(=O)Cc1ccc(Br)cc1)c1cccnc1 | 0.7 | 30 | -4 | 2 | -9 | -3 | 0.98 | 3
32 | Cc1ccc(CSc2n[nH]c(N)n2)cc1 | 1.1 | -10 | -4 | -5 | -24 | -5 | 1 | -2
33 | O=C(Nc1ccccc1Sc1ccccc1)c1ccccc1F | 1.1 | -6 | 3 | 4 | 12 | 1 | 0.95 | 12
34 | O=C(CCC1CCCC1)N1CCN(C(=O)COc2ccccc2)CC1 | 0.97 | 3 | 1 | 1 | 0 | 2 | 0.99 | -3
35 | CCOc1ccc(NC(=O)NNC(=O)COc2ccc3ccccc3c2)cc1 | 1.1 | -14 | -2 | 6 | -8 | -4 | 0.94 | 0
36 | CCOCCn1c(=NC(=O)c2cc3ccccc3oc2=O)sc2cc(S(N)(=O)=O)ccc21 | 1.1 | -7 | -3 | 8 | -17 | -1 | 0.92 | -6
37 | CCOC(=O)COc1c(Br)cc(C2NC(=O)NC(C)=C2C(C)=O)cc1OC (stereo not given) | 1.1 | -9 | 8 | -12 | -5 | 2 | 1.1 | -1
38 | CCOc1cc(C2C(C(=O)OC)=C(C)N=C3SC(C)C(=O)N32)ccc1OC(C)=O (stereo not given) | 0.99 | 1 | 1 | -3 | -20 | -4 | 1 | -10
39 | C[n+]1cccc(C(=O)[O-])c1 | 0.78 | 22 | -4 | -4 | -4 | -6 | 1 | -4
40 | CC1CCN(S(=O)(=O)c2cccc(C(=O)N(C)C3CCS(=O)(=O)C3)c2)CC1 (stereo not given) | 0.93 | 7 | 0 | 11 | -11 | -3 | 0.89 | 8

Sorted by value in A3A deaminase (largest number first): some entries from above
entry | SMILES | hIAP act | hIAP block | A3A deaminase | mIAP block | ATG4B inhibitor | HKDC1 inhibitor | mIAP activ | PfG6PD inh
7 | COC(=O)C1=C(C)N(Cc2ccccc2)C(=NCCc2c[nH]c3ccccc23)N[C@H]1c1cccc(F)c1 | 1.2 | -18 | 30 | -34 | -10 | 0 | 1.3 | 12
38 | CCOc1cc(C2C(C(=O)OC)=C(C)N=C3SC(C)C(=O)N32)ccc1OC(C)=O (stereo not given) | 0.99 | 1 | 1 | -3 | -20 | -4 | 1 | -10
35 | CCOc1ccc(NC(=O)NNC(=O)COc2ccc3ccccc3c2)cc1 | 1.1 | -14 | -2 | 6 | -8 | -4 | 0.94 | 0

(further entries)
entry | SMILES | hIAP act | hIAP block | A3A deaminase | mIAP block | ATG4B inhibitor | HKDC1 inhibitor | mIAP activ | PfG6PD inh
41 | CCOCCCNC(=O)c1cc(Sc2nnc(C)s2)nc2ccccc12 | 0.9 | 10 | 1 | 7 | 0 | -3 | 0.93 | -5
42 | [O-][n+]1onc2c1CCc1[nH]c(-c3ccccc3)nc1-2 | 0.85 | 15 | 2 | 0 | 5 | 0 | 1 | 20
43 | CCOC(=O)c1ccc(S(=O)(=O)NCCN(CC)CC)cc1 | 1.1 | -8 | -3 | -5 | -1 | 1 | 1.1 | 2
44 | O=C(Nc1nnc(CCN2CCCCC2)s1)c1cccc(Cl)c1 | 1 | -2 | -2 | -1 | -9 | -3 | 1 | -14
45 | COc1ccc(-c2ccc(-c3cc(=O)oc4cc(OC)c(OC)c(OC)c34)cc2)cc1OC | nt | nt | 0 | -3 | 1 | -6 | 1 | 8
46 | Cc1nc2ccc(S(=O)(=O)NC(C(=O)N3CCC(C)CC3)C(C)C)cc2s1 (stereo not given) | 1 | -4 | 1 | -12 | -7 | -1 | 1.1 | -2
47 | COc1cc(NS(=O)(=O)c2ccc3[nH]c(=O)oc3c2)cc(OC)c1 | 0.98 | 2 | -3 | 18 | -6 | -4 | 0.82 | -24
48 | CCCCn1c(=O)c(CCC(=O)OC(C)C(=O)Nc2cccc(Cl)c2Cl)nc2ccccc21 (stereo not given) | 1.1 | -11 | 4 | 7 | 20 | 18 | 0.93 | 4
49 | COC(C(=O)Nc1ccnn1C1CCN(Cc2ccccn2)CC1)c1ccccc1 (stereo not given) | 0.97 | 2 | -1 | 12 | 0 | -2 | 0.88 | -4
50 | Cn1c(SCC(N)=O)nnc1-c1cnccn1 | 1.2 | -15 | -6 | -14 | -5 | -8 | 1.1 | -5
51 | CCCCCC(=O)Nc1cccc(C2=NOC3(C2)C[C@@H](C(N)=O)N(C(=O)c2ccc(OC)cc2)C3)c1 (stereo not given in full) | 1.2 | -19 | -4 | -29 | -12 | 1 | 1.3 | -14
52 | COc1ccccc1C1CCN(c2ccc([N+](=O)[O-])c(OC)c2)CC1 | 0.86 | 14 | -2 | 22 | -2 | 0 | 0.79 | 11
53 | CN1C(=O)C(CC(=O)NCC2CCCCC2)SC1=Nc1ccccc1 (stereo not given) | 0.91 | 9 | -3 | -7 | 4 | -3 | 1.1 | -18
54 | COc1cc([N+](=O)[O-])c(OC)cc1SCc1n[nH]c(=S)n1-c1ccc(C)cc1 | 1.1 | -15 | -2 | 5 | 10 | 6 | 0.95 | 32
55 | COc1ccc(-c2noc(C(C)NC(=O)c3ccco3)n2)cc1OC (stereo not given) | 0.99 | 1 | 0 | 0 | -4 | -5 | 1 | 9
56 | CSc1ccc(CN2CCC(Oc3ccc(C(=O)N4CCCC4)cc3)CC2)cc1 | 1.3 | -27 | -1 | -5 | 15 | -4 | 1.1 | 5

By substructure: the compounds so far with a thiophene ring, fused or not
entry | SMILES | hIAP act | hIAP block | A3A deaminase | mIAP block | ATG4B inhibitor | HKDC1 inhibitor | mIAP activ | PfG6PD inh
2 | CCOC(=O)c1c(-c2ccc(C)cc2)csc1NC(=O)c1cccc(N2C(=O)CCC2=O)c1 | 0.98 | 2 | 0 | 2 | -6 | -6 | 0.98 | 7
3 | O=C(Nc1nccs1)c1ccc(S(=O)(=O)NCc2cccs2)cc1 | 0.9 | 10 | -1 | 4 | -2 | -7 | 0.96 | -4
6 | CCOC(=O)c1c(NC(=O)COC(=O)CCS(=O)(=O)c2ccc(C)cc2)sc(C)c1C | 0.99 | 1 | 1 | -8 | -7 | -4 | 1.1 | 18
8 | CCc1c(C)sc(NC(=S)Nc2nc(C)cc(C)n2)c1C(=O)OC | 0.83 | 17 | -7 | 12 | 2 | 4 | 0.88 | 9
9 | CN1CCCN(C(=O)c2ccc(Cl)s2)CC1 | 1.2 | -20 | -1 | -2 | 3 | -2 | 1 | 0
13 | Cc1cc(C)cc(NC(=S)N(CCCN2CCN(C)CC2)Cc2cccs2)c1 | 0.97 | 3 | -3 | 1 | -5 | -3 | 0.99 | 10
23 | CCOC(=O)CSc1nnc(CNC(=O)c2cccs2)n1Cc1ccccc1 | 0.87 | 13 | -3 | -4 | -1 | -6 | 1 | 2

Screens: PubChem, Sanford-Burnham Center for Chemical Genomics
